hcGAS lum: Primary biochemical luminescence assay for human cyclic GMP-AMP synthase inhibitors. recombinant h-cGAS, ATP depletion, Kinase-Glo luminescence. Q8N884. hit rate 0.081% among 290,000. AID 1259398, 2018. inhibition, % at 12.5 µM;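 note: 0% = vehicle reaction and 100% = reaction without DNA for no activity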
Target sequence (Q8N884 whole entry, looked up): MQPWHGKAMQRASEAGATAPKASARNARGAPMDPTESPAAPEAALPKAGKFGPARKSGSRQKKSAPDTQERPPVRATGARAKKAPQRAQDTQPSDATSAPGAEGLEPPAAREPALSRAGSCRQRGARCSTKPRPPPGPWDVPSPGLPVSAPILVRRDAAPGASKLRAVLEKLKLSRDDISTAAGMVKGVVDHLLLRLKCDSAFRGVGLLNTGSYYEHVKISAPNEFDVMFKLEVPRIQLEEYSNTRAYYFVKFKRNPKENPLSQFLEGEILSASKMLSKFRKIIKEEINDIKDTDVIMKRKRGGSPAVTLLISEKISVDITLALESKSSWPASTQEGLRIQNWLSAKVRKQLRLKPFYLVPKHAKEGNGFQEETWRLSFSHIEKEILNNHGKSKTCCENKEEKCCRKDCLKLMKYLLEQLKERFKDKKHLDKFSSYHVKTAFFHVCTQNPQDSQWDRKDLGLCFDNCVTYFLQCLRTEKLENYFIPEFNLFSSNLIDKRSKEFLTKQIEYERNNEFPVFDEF
mcGAS lum: cyclic GMP-AMP synthase inhibitors, mouse, primary biochemical chemiluminescence. inhibition, % at 12.5 µM. Q8C6L5. hit rate 0.15% among 160,000. recombinant cGAS, Kinase-Glo ATP depletion luminescence;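 note: 0% = negative control wells and 100% = reference inhibitor with no enzyme activity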
NPYLR7 ag: agonists of mosquito NPYLR7 receptor, primary screen, cell-based, Aedes aegypti, calcium fluorescence, mosquito biting behavior. HEK293T NPYLR7/Galpha15, GCaMP6s calcium fluorescence. activation, % at 10 µM. hit rate 0.15% among 270,000; in the data active = activation above about 40%;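 note: 0% = vehicle and 100% = reference agonist at the receptor; some compounds past the cut are filed as inactive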
Numbers without * were called inactive; x = not tested or not shown; & = joins results of further samples. Cut-off read from the data, not from the text of the source, unless noted: active = inhibition above about 40%; inactive = the rest.

SMILES | hcGAS lum | mcGAS lum | NPYLR7 ag
Cc1c(C(=O)N2CCN(C(=O)c3ccccc3Cl)CC2)cc(-c2ccccc2)n1-c1ccc(F)cc1F | -5 | -5 | 15
O=C1CC(c2ccncc2Cl)c2cnn(Cc3ccco3)c2N1 (stereo unspecified) | 3 | x | -2
COc1ccc(-c2ccc(SCC(=O)N3CCC(C)CC3)nn2)cc1OC | 5 | -8 | -3
COC(=O)c1cc(S(=O)(=O)N(C)Cc2ncnn2C)cc(F)c1F | -12 | x | 8
CCc1nnsc1C(=O)NCCCCN1CCN(c2ccccc2)CC1 | 4 | x | 3
Cc1nc(N2CCNC(=O)C2)c2c(CC(C)C)csc2n1 | -5 | x | 3
Cc1ccccc1Oc1ncccc1CNC(=O)C1CCCN1S(C)(=O)=O (stereo unspecified) | -6 | x | -2
COc1ccc2nc(-c3ccc(C)c(NS(=O)(=O)c4ccc(Cl)s4)c3)cn2n1 | -3 | -9 | -10
O=c1c2cccc(F)c2ncn1CC1CCCCO1 (stereo unspecified) | -8 | -8 | 21
CN1CCSC1=Nc1cc(S(=O)(=O)N2CCOCC2)ccc1Cl | -2 | -6 | 13
CC1(C)CN=C(SCCN2C(=O)c3ccccc3C2=O)NC1 | -14 | x | 3
Cc1ccc(F)c(NC(=O)CN(Cc2ccccn2)CC2CCCO2)c1 (stereo unspecified) | -5 | x | 1
CC(=O)c1ccc(N2CCCC2)cc1OCc1cccc(C)c1 | -9 | x | 8
Cc1ccc(P(C)(=O)c2ccc(C)cc2)cc1 | -1 | x | -9
Cc1ccc(S(C)(=O)=O)cc1C(=O)N1CCC(c2c[nH]c3ccccc23)CC1 | -13 | x | 5
O=C(CN1C(=O)C2CC=CCC2C1=O)NCCN1C(=O)SC(=Cc2ccccc2F)C1=O (stereo unspecified) | 4 | x | -4
CN1CCN(S(=O)(=O)c2ccc(Cl)nc2)c2cc(F)ccc21 | -4 | -9 | 3
Cc1n[nH]c(C)c1S(=O)(=O)N1CCc2ccccc21 | -7 | x | 15
COc1ccc(NC(=O)C2(C)CCN2CC2CCCCC2)cc1OC (stereo unspecified) | -8 | x | 2
CNC(=O)[C@H]1C[C@]2(CCCCNC2=O)N(C(=O)c2ccc3c(c2)OCCCO3)[C@H]1c1ccco1 | 2 | -5 | 6
O=C1CC(c2cccc(F)c2)N(Cc2ccc(O)cc2)CCN1 (stereo unspecified) | -2 | x | -8
CCOC(=O)c1ccoc1COc1ccc(C#N)cc1Cl | 3 | x | -3
CCc1nc2cc(NC(C)=O)cc(C(=O)N3CCCC(c4ccccc4C)C3)c2n1Cc1cccnc1 (stereo unspecified) | -9 | x | -1
Cn1c(=O)c2c(ncn2CCCC(=O)Nc2nc(-c3cccs3)cs2)n(C)c1=O | -3 | x | 2
Cc1oc(-c2nc3ccccc3n2C)cc1C(=O)c1ccccc1 | -24 | x | -20
O=S(=O)(C=C(O)c1ccccc1)c1ccc(Cl)c(Cl)c1 | -7 | x | -5
CN1CC[C@H](N(Cc2ccccc2)C(=O)c2ccccc2)C[C@H](O)C1 | -5 | -7 | 5
COc1cccc(CCNC(=O)c2cc(N3CCCC(C)C3)nc3ccccc23)c1 (stereo unspecified) | -9 | -5 | 6
Cc1noc(C)c1C(C)C(=O)NCc1ccc(N2CC=CC2)cc1 (stereo unspecified) | -6 | -15 | 7
O=c1[nH]c(CN(Cc2ccco2)CC(O)COc2ccc(Cl)cc2)nc2sc3c(c12)CCCCC3 (stereo unspecified) | -3 | -4 | -2
Cc1ccc(NC(=O)COc2ccc(F)cc2)c(Br)c1 | -17 | -10 | 1
Cc1oc2nc3c(c(=O)n(CC(=O)C(C)(C)C)c(=O)n3C)n2c1C | -1 | -9 | 5
COCCS(=O)(=O)N(C)CC(=O)Nc1c(C)cccc1C | 2 | x | -3
CCn1ncnc1C1CC(=O)Nc2cc3c(cc21)N(C)C(=O)CO3 (stereo unspecified) | -9 | -11 | x
O=C(Nc1ccc2nc([C@H]3C[C@H](O)[C@@H](CO)O3)[nH]c2c1)Nc1cccc2nsnc12 | -4 | -5 | -1
CC1CN(C(=O)CCN2CCc3sccc3C2c2cccc(F)c2)CCN1C(=O)Nc1cccc(C(F)(F)F)c1 (stereo unspecified) | -1 | -6 | 8
CCN(Cc1ccncc1)Cc1cc(Cl)ccc1OC | 2 | -6 | 4
Cc1cnccc1N1CCCN(Cc2cc(C#CCO)cs2)CC1 | -10 | x | -2
CN(Cc1ccccc1)c1ncccc1CNC(=O)[C@H]1CCCN1 | -4 | -14 | -9
CC(c1ccc(-c2cc(C(=O)NC3CC3)ccn2)cc1)N1CCOCC1 (stereo unspecified) | -4 | x | -1
C=C1c2ccccc2C(=O)N1CC(=O)N1CCCC1c1ccc(Cl)cc1 (stereo unspecified) | 6 | x | 0
CCOC(=O)C1(CC2CC2)CCN(C/C=C/c2ccccc2OC)CC1 | -5 | x | 5
CCN1CCCC1CNC(=O)CCC1CCN(Cc2cc3ccccc3s2)CC1 (stereo unspecified) | 0 | x | 8
Cc1ccc(/C=C/C(=O)N2CCC3(CC2)Nc2ccccc2C(=O)N3Cc2ccccc2)cc1 | -7 | x | 0
O=C(c1cnc(-c2ccccc2F)s1)N(C1CCCC1)C1CCCC1 | -4 | -12 | 13
Cc1cc(NCC2CCCO2)n2nc(C)c(-c3ccccc3)c2n1 (stereo unspecified) | -2 | -7 | -4
Cc1ccc(-c2csc3nc(CSc4nnnn4C)[nH]c(=O)c23)s1 | -7 | -6 | 12
O=C(NNc1ccc(Cl)cc1)c1nc2ccc(Cl)cc2c(=O)n1CCO | -5 | x | 1
CN(Cc1cn[nH]c1-c1ccc2c(c1)OCO2)C1CCCc2ccccc21 (stereo unspecified) | -6 | x | 18
Cc1cc(-c2csc(N=CC(C#N)C#N)n2)c(C)n1CCC(C)C | -4 | x | 30
O=C1c2cccc3cccc(c23)C(=O)N1CCCN(C(=O)c1ccccc1)c1cccc(F)c1 | -4 | -6 | -9
CC(NC(=O)c1ccc(F)c(S(=O)(=O)N2CCOCC2)c1)C1CC2CCC1C2 (stereo unspecified) | 1 | -10 | -5
Oc1oc(-c2cccc3ccccc23)nc1C=Nc1cccnc1 | -5 | x | -3
O=C(Nc1cccc(-c2cc3ccccc3[nH]2)c1)C1CCN(C(=O)C2CC=CCC2)CC1 (stereo unspecified) | -9&0 | -5 | 7&0
O=C(c1ccc2[nH]ccc2c1)N1CCC2(CCCN(CCc3ccccc3)C2)C1 (stereo unspecified) | -8 | -14 | 16
CCOCCn1c(=O)c2c(nc3n(-c4ccccc4F)c(C)cn23)n(C)c1=O | 10 | x | 6
CC1=CC(=NNC(=S)NC2CCCCC2)CC1 | -7 | -7 | 0
CCN1C(=O)CC(CC(=O)N(C)Cc2cccc3ncccc23)(c2cccc(C(F)(F)F)c2)C1=O (stereo unspecified) | 5 | -2 | -7
c1ccc(CN2CCC(NCc3nc(C4CCCCC4)no3)CC2)cc1 | -4 | -10 | -3
Cc1nc(CN2CCN(C(=O)c3ccc(Cl)c(Cl)c3)CC2)oc1C | -6 | -17 | 3

The results go on.
SMILES | hcGAS lum | mcGAS lum | NPYLR7 ag
Clc1ccc(Oc2nc3ccccc3n3cnnc23)cc1 | 0 | x | 5
Cc1ccc(CNC(=O)CN2CCCC2c2ccc3c(c2)OCCO3)cc1 (stereo unspecified) | -1 | -5 | 21
O=C(Nn1cnc2ccccc2c1=O)c1ccc(Cl)cc1 | 7 | 0 | -8
c1ccc(-c2nc3c(c(NCC4CNCCOC4)n2)CCC3)cc1 (stereo unspecified) | -5 | x | -3
CCOC(=O)N1CCC(NC(=O)c2ccc(-n3nc(C)cc3C)cc2)CC1 | -6 | -4 | -5
COCCCN(CC(=O)N1CCc2sccc2C1c1ccc(C)cc1)C(=O)/C=C/c1ccccc1 (stereo unspecified) | -4 | -3 | -12
O=C(Nc1cc(C(F)(F)F)ccc1Cl)N[C@@H](Cc1ccccc1)C(=O)N1CCC(C(=O)N2CCOCC2)CC1 | -5 | -7 | 34
CCOC(=O)C1CCN(C(=O)CC(c2ccc(F)cc2)c2cn(CC)c3ccccc23)CC1 (stereo unspecified) | -13 | -5 | 21
O=C(NCc1ccc2c(c1)OCO2)c1cccnc1N1CCN(S(=O)(=O)c2cc(F)cc(F)c2)CC1 | -2 | -6 | 22
O=C(NCc1ccco1)c1cnn(-c2cccc(F)c2)c1-c1ccccc1 | -11 | -4 | 21
Cc1ccc(-n2ncc3c(C(C)C)n[nH]c(=O)c32)cc1C | -3 | x | -2
c1ccc(CCN=C2SCCN2Cc2ccccc2)cc1 | 4 | x | 2

Reformatted with tabs: entries from further up.
molecule	hcGAS lum	mcGAS lum	NPYLR7 ag
Oc1oc(-c2cccc3ccccc23)nc1C=Nc1cccnc1	-5	x	-3
O=C(Nc1cccc(-c2cc3ccccc3[nH]2)c1)C1CCN(C(=O)C2CC=CCC2)CC1 (stereo unspecified)	-9&0	-5	7&0
O=C(c1ccc2[nH]ccc2c1)N1CCC2(CCCN(CCc3ccccc3)C2)C1 (stereo unspecified)	-8	-14	16
CCOCCn1c(=O)c2c(nc3n(-c4ccccc4F)c(C)cn23)n(C)c1=O	10	x	6
CC1=CC(=NNC(=S)NC2CCCCC2)CC1	-7	-7	0
CCN1C(=O)CC(CC(=O)N(C)Cc2cccc3ncccc23)(c2cccc(C(F)(F)F)c2)C1=O (stereo unspecified)	5	-2	-7
c1ccc(CN2CCC(NCc3nc(C4CCCCC4)no3)CC2)cc1	-4	-10	-3
Cc1nc(CN2CCN(C(=O)c3ccc(Cl)c(Cl)c3)CC2)oc1C	-6	-17	3
Clc1ccc(Oc2nc3ccccc3n3cnnc23)cc1	0	x	5
Cc1ccc(CNC(=O)CN2CCCC2c2ccc3c(c2)OCCO3)cc1 (stereo unspecified)	-1	-5	21
O=C(Nn1cnc2ccccc2c1=O)c1ccc(Cl)cc1	7	0	-8
c1ccc(-c2nc3c(c(NCC4CNCCOC4)n2)CCC3)cc1 (stereo unspecified)	-5	x	-3
CCOC(=O)N1CCC(NC(=O)c2ccc(-n3nc(C)cc3C)cc2)CC1	-6	-4	-5
COCCCN(CC(=O)N1CCc2sccc2C1c1ccc(C)cc1)C(=O)/C=C/c1ccccc1 (stereo unspecified)	-4	-3	-12
O=C(Nc1cc(C(F)(F)F)ccc1Cl)N[C@@H](Cc1ccccc1)C(=O)N1CCC(C(=O)N2CCOCC2)CC1	-5	-7	34
CCOC(=O)C1CCN(C(=O)CC(c2ccc(F)cc2)c2cn(CC)c3ccccc23)CC1 (stereo unspecified)	-13	-5	21
O=C(NCc1ccc2c(c1)OCO2)c1cccnc1N1CCN(S(=O)(=O)c2cc(F)cc(F)c2)CC1	-2	-6	22
O=C(NCc1ccco1)c1cnn(-c2cccc(F)c2)c1-c1ccccc1	-11	-4	21
Cc1ccc(-n2ncc3c(C(C)C)n[nH]c(=O)c32)cc1C	-3	x	-2
c1ccc(CCN=C2SCCN2Cc2ccccc2)cc1	4	x	2

Remaining list, next part.
SMILES | hcGAS lum | mcGAS lum | NPYLR7 ag
CCn1ncnc1CN1CCOc2c(O)cc(-c3nc(C)cnc3C)cc2C1 | -2 | -7 | 5
CCC(C)(C)NC(=O)c1ccc(NCc2nc(C(C)C)no2)cc1Cl | -6 | -18 | 21
CCCCCc1ccc(C(=O)Nc2ccc(-n3nc(OCC(C)C)nc3-c3ccccc3C)cc2)cc1 | 4 | -1 | 3
Cc1nc(C(=O)N2CCCC(Nc3ccc(C)c(C)c3)C2)cs1 (stereo unspecified) | -7 | x | 4
CC1CN(c2cc(Oc3ccccc3Cl)ncn2)CCN1C(=O)Cc1ccc(F)cc1 (stereo unspecified) | -4 | -4 | 5
O=C(O)CCc1nnc(SCc2ccc(Br)cc2)[nH]c1=O | -4 | x | 14
Cc1cc(C)nc(NCC(c2ccc(F)cc2)N2CCOCC2)n1 (stereo unspecified) | -15 | x | 0
CCOc1ccc(S(=O)(=O)n2nc(C)cc2C)cc1C | -3 | -6 | 1
COc1ccc2cc(C3CN(C(=O)C4(N)CCC4)CCO3)ccc2c1 (stereo unspecified) | -7 | -14 | 2
COCCn1c(C)cc(O)c(C(c2cccnc2)N2CCN(c3ccc(F)cc3)CC2)c1=O (stereo unspecified) | -9 | x | 14
CCn1cnc2c(-c3ccccc3)cn(CC(=O)N(C)c3ccccc3)c2c1=O | -5 | x | 3
CCS(=O)(=O)Oc1cc(CN(CC(C)C)S(=O)(=O)c2ccc(F)cc2)ccc1OC | -1 | -5 | -3
CN(C)CCOC(=O)C12CC3CC(C)(CC(C)(C3)C1)C2 | -1 | -5 | -2
CC1(C(=O)NS(=O)(=O)c2ccc3c(c2)CCO3)CCN1C(=O)C1(c2ccccc2)CC1 (stereo unspecified) | -12 | x | 2
O=C(NCCO)c1cc2ccccc2oc1=O | -4 | -5 | -8
Cc1ccc(C)c(NC(=O)CCNC2CCN(C(=O)c3ccccc3)CC2)c1 | -12 | -19 | 21
CN(CCCc1cnn(C)c1)C(=O)C1(C)CCCCO1 (stereo unspecified) | -8 | x | 7
Cc1cc(NNS(=O)(=O)c2ccc(OC(F)(F)F)cc2)n2ncnc2n1 | -6 | -4 | 3
Nc1nc(C(=O)Nc2ccccc2)cs1 | -10 | x | 4
CC(=O)Cn1c(CCl)nc2sc(C)c(C)c2c1=O | -6 | x | 5
COc1ncccc1-c1ccnc(N)c1 | 7 | x | -1
CCOCCn1c(=NC(=O)c2cccc(S(C)(=O)=O)c2)sc2c(OC)ccc(OC)c21 | -7 | x | 2
CCOC(=O)C(NC(=O)CC)(N1CCc2ccccc2C1)C(F)(F)F (stereo unspecified) | 0 | x | -4
CCOC(=O)C1CCCN(C(=O)c2cc(C)n3nc(-c4ccccc4)cc3n2)C1 (stereo unspecified) | -1 | 0 | -8
